CRFBP-R2 block = blocks CRF-induced signaling of the CRF-BP/CRF-R2 complex | HEK293 CRF-R2/CRF-BP, CRF-induced calcium fluorescence | inhibition, % at 11.8 µM | 0.59% of 350,000 active;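 active means inhibition of the ligand-induced calcium signal above about 50% at the single tested concentration, limit read from the data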
CRFR2-BP ag = agonists of human CRF-binding protein/CRF-R2 receptor complex | HEK293 CRF-R2/CRF-BP, calcium dye fluorescence (FLIPR); percent of saturating CRF peptide response | activation, % at 13.2 µM | 0.46% of 350,000 active;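 active means activation of at least 50%, plus an integration ratio under a set limit after plate pattern correction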;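 further: plate controls were neutral control wells without compound for no effect and CRF at EC100 for full effect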
CHRM5 antagonist = CHRM5 antagonism in calcium assay; P08912; CHO-hM5 cells, Fluo-8 calcium fluorescence, ACh EC80; inhibition, % at 3 µM; 0.59% of 360,000 active;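 active means inhibition above a per-plate cutoff, the mean of that plate's test compounds plus 3 SD, cut at about 27% in these data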;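 further: 0% = acetylcholine EC80 with DMSO and 100% = DMSO without agonist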
Target sequence (P08912 whole entry, looked up): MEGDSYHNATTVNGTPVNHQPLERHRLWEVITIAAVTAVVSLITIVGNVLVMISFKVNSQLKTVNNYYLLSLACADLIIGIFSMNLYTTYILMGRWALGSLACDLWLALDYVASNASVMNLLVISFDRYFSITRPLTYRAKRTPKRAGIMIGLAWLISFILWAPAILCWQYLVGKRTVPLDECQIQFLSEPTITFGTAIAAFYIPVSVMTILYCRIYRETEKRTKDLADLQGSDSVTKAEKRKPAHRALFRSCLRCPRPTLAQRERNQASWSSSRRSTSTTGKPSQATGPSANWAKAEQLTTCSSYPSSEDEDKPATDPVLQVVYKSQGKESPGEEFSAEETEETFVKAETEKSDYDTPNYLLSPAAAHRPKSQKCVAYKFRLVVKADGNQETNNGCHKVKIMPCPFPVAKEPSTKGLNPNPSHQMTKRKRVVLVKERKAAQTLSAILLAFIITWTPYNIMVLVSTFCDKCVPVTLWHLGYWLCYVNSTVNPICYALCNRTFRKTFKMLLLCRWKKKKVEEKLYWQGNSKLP
CHRM4 antagonist = blocks acetylcholine activation of human M4 receptor; P08173; CHO-hM4 cells, ACh EC80, Fluo-8 calcium fluorescence; inhibition, % at 3 µM; 0.73% of 360,000 active; AID 624125;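 active means inhibition above its plate's cutoff, the mean inhibition of sample wells plus 3 SD, cut at about 27% in these data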;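 further: 0% = acetylcholine EC80 with DMSO and 100% = DMSO without agonist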
CHRM4 PAM = potentiates acetylcholine response at human M4 receptor. P08173. CHO-K1 hM4/Gqi5, Fluo-8 calcium fluorescence, ACh EC20; 0% = ACh EC20, 100% = maximal ACh. 0.4% of 360,000 active. AID 624126. activation, % at 3 µM;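 active means activation above its plate's cutoff, the mean activation of sample wells plus 3 SD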; further: some results filed as inactive read as strong as hits
CHRM5 PAM = positive allosteric modulators of human muscarinic M5 receptor; activation, % at 3 µM; 0.3% of 360,000 active; P08912; CHO-K1 hM5, Fluo-8 calcium, ACh EC20 PAM; 0% = ACh EC20, 100% = ACh EC100; AID 624038;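 active means activation above the run cutoff, the mean activation of all test compounds plus 3 SD, cut at about 18% in these data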
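System: CHO-K1 hM5 cells. Reagent: acetylcholine, EC20 level. Compound dosing: single dose, 3 µM nominal final test concentration. Timing: Post-acetylcholine fluorescence recording 140 s. Detection: Fluo-8 calcium fluorescence. Read-out: % activation, ACh-normalized. Benchmarks: ACh EC20 and EC100 wells. Repeats: singlicate, one well per test compound.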
M1 PAM = positive allosteric modulators of human M1 muscarinic receptor; P11229; CHO-K1 hM1, Fluo-8 calcium fluorescence, ACh EC20; 0% = ACh EC20, 100% = maximal ACh; AID 588819; 0.088% of 360,000 active; activation, % at 3 µM; in the data active means activation above about 19%, passing the limit was not always enough
Target sequence (P11229 whole entry, looked up): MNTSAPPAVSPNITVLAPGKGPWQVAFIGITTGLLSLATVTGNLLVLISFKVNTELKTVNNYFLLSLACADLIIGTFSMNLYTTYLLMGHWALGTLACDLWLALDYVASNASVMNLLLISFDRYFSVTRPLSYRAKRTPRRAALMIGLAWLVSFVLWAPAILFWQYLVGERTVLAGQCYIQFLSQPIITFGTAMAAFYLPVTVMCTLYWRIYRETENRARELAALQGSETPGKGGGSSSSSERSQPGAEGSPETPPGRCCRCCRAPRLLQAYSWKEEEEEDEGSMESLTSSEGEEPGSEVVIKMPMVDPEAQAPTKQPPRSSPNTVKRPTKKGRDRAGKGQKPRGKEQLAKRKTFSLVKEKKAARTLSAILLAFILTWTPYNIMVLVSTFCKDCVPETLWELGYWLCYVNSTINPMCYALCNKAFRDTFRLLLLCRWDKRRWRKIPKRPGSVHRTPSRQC
M5 ag = agonists of human muscarinic M5 receptor (CHRM5) | P08912 | CHO-K1 hM5 cells, Fluo-8 calcium fluorescence; 0% DMSO wells, 100% maximal acetylcholine response | activation, % at 3 µM | 0.19% of 360,000 active;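 active means activation above the run's mean over test compounds plus 3 SD, cut at about 23% in these data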;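 further: signal is peak over basal fluorescence ratio across the kinetic read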
CHRM4 agonist = agonists of human muscarinic M4 receptor (CHRM4). CHO-K1 hM4/Gqi5, Fluo-8 calcium fluorescence; vehicle 0%, full acetylcholine response 100%. activation, % at 3 µM. 0.14% of 360,000 active;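 active means activation above the run mean over all test wells plus 3 SD, cut at about 32% in these data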;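 further: peak over basal fluorescence ratio per well then scaled between controls; 0% = DMSO wells and 100% = acetylcholine at EC100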
An asterisk follows results filed as active; nt = not tested or not shown.

#	canonical_smiles	CRFBP-R2 block	CRFR2-BP ag	CHRM5 antagonist	CHRM4 antagonist	CHRM4 PAM
1	CC(C)NC(=O)CSc1nnc2sc3ccccc3n12	13	-1.2	2	1	-8
2	O=[N+]([O-])c1cccc(CN2CCN(S(=O)(=O)Cc3ccccc3)CC2)c1	6	-8.1	11	-14	4
3	CC(=O)N1CCN(c2nc3ccc([N+](=O)[O-])cc3s2)CC1	13	0.4	8	4	-2
4	Cc1nn(CCC(=O)O)c2nc(-c3cccnc3)cc(C(F)(F)F)c12	8	6.3	-7	-13	11
5	O=C(C(=O)c1ccc(O)c(O)c1)c1ccc(O)c(O)c1	-12	-1.4	1	-11	5
6	CN(C)S(=O)(=O)N1CCN(C(=O)N2CCOCC2)CC1	3	-0.6	3	0	4
7	O=C(Cc1ccc(Cl)cc1)Nc1ccc(N2CCN(C(=O)c3ccco3)CC2)cc1	5	-1.4	-2	3	10
8	COc1ccc(-c2c(C#Cc3ccc(N(C)C)cc3)c3ccccc3n2C)cc1	7	-1.9	10	13	1

#	CHRM5 PAM	M1 PAM	M5 ag	CHRM4 agonist
1	1	3	1	0
2	-5	5	-5	1
3	0	10	5	3
4	0	9	0	2
5	6	-1	8	2
6	4	2	2	0
7	-5	4	2	2
8	-7	1	0	3

(further entries)
#	canonical_smiles	CRFBP-R2 block	CRFR2-BP ag	CHRM5 antagonist	CHRM4 antagonist	CHRM4 PAM
9	COc1ccccc1CC(=O)Nc1ccc([N+](=O)[O-])cc1OC	-5	0.3	-4	9	6
10	COc1cc(/C=C/C(=O)OCC(=O)c2ccccc2)cc(OC)c1OC	3	0.2	-1	-1	10
11	CCc1nnc(NC(=O)CSc2nnnn2C)s1	8	0.4	1	-14	3
12	COc1ccc(N2CCN(CC(=O)Nc3cccc(S(=O)(=O)N4CCOCC4)c3)CC2)cc1	2	-0.8	1	7	-6
13	CCCCCCCCNS(=O)(=O)CCNCCCC	-8	1.2	3	3	4
14	COc1ccc(CNC(=S)Nc2cc(C)cc(C)c2)cc1	19	0.3	7	-9	2
15	COc1ccc(NC(=O)C2(C)CCCN(C(C)C)C2)cc1OC (configuration not stated)	nt	nt	-10	-14	13
16	O=C(COC(=O)CNC(=O)c1sc2ccccc2c1Cl)Nc1cc(Cl)cc(Cl)c1	-4	4.4	-12	0	0

#	CHRM5 PAM	M1 PAM	M5 ag	CHRM4 agonist
9	1	3	-5	0
10	10	14	3	1
11	-8	-1	-1	1
12	-4	0	3	1
13	-2	10	2	2
14	0	4	-5	2
15	2	34*	1	2
16	9	6	1	0

(continued)
#	canonical_smiles	CRFBP-R2 block	CRFR2-BP ag	CHRM5 antagonist	CHRM4 antagonist	CHRM4 PAM
17	CCCC[C@@H]1C[C@H]1[C@@H](NC(=O)c1ccccc1)c1ccccc1C(F)(F)F	4	-1.6	-5	-2	-1
18	Cc1cc(C(=O)NCC(c2ccco2)N(C)C)ccc1[N+](=O)[O-] (configuration not stated)	-1	0.3	13	2	-6
19	CCC1CCCCN1CC(=O)Nc1cc(C)nn1-c1nc(C)cc(C)n1 (configuration not stated)	-6	-1.6	1	4	-1
20	CN(C)S(=O)(=O)c1ccc(NC(=O)Cn2nc(-c3ccc4c(c3)OCCO4)ccc2=O)cc1	9	-1.4	-3	-3	17
21	CC1CC1C(=O)OCC(=O)NCc1ccccc1 (configuration not stated)	4	-0.8	4	5	5
22	CN(CC(=O)N1CCCC1)S(=O)(=O)c1cc(Cl)ccc1Cl	0	-0.5	-2	4	-6
23	CSc1ccc(NC(=O)C(C)N2CCN(C)CC2)cc1 (configuration not stated)	13	-4.0	1	-16	7
24	CO/N=C/c1c(C(=O)OC)nn(-c2ccccc2)c1Cl	5	-0.3	6	1	-2

#	CHRM5 PAM	M1 PAM	M5 ag	CHRM4 agonist
17	-2	-12	1	0
18	-1	10	-7	0
19	-6	10	0	1
20	9	18	2	0
21	3	11	1	-1
22	1	0	2	0
23	-3	-7	-2	0
24	2	4	2	1

Other structures.
#	canonical_smiles	CRFBP-R2 block	CRFR2-BP ag	CHRM5 antagonist	CHRM4 antagonist	CHRM4 PAM
25	COc1ccc(Cl)cc1-c1cc(C(=O)NC2CCCCC2)[nH]n1	nt	nt	-2	-3	-4
26	Cc1cc(C)n2nc(C(=O)OCC(=O)N(CC(C)C)CC(C)C)nc2n1	18	-1.8	5	8	-2
27	COc1ccc(OCC(=O)Nn2c(-c3ccc(C)cc3)nc3ccccc3c2=O)cc1	-17	-1.0	-7	7	1
28	COc1ccc(C2CC(=O)c3c(O)cc(O)cc3O2)cc1O (configuration not stated)	-14	4.2	11	5	-2
29	CSc1nc(N)n2nc(-c3ccccc3)cc2n1	-12	0.2	8	-3	-4
30	CCOc1cc(/C=C2\NC(=O)NC2=O)cc([N+](=O)[O-])c1O	4	-0.4	-6	0	5
31	CN(c1ccccc1C(=O)Nc1cccc(C(F)(F)F)c1)S(C)(=O)=O	-20	2.4	-17	-7	3
32	COc1ccccc1CNC(=O)CN1C(=O)NC(c2ccccc2)(c2ccc(C)c(C)c2)C1=O (configuration not stated)	6	0.8	3	-14	3

#	CHRM5 PAM	M1 PAM	M5 ag	CHRM4 agonist
25	-4	-3	-3	2
26	8	1	1	0
27	-3	1	4	4
28	-6	-18	3	2
29	-8	5	-2	4
30	5	5	-3	0
31	-4	-3	-1	1
32	-9	-1	-10	1

Next records
#	canonical_smiles	CRFBP-R2 block	CRFR2-BP ag	CHRM5 antagonist	CHRM4 antagonist	CHRM4 PAM
33	CCOC(=O)C(=CNc1ccc(OC)cc1[N+](=O)[O-])C(=O)OCC	7	-0.5	13	-10	23
34	NC(=O)CC(NC(=O)Cc1cccc2ccccc12)c1ccc(NC2CCCCC2)c([N+](=O)[O-])c1 (configuration not stated)	-2	-0.3	0	13	6
35	CCCS(=O)(=O)N1CCN(CC2CC=CCC2)CC1 (configuration not stated)	38	2.2	3	5	-8
36	CCN(C(=O)COC(=O)/C=C/c1cccc([N+](=O)[O-])c1)c1c(N)n(Cc2ccccc2)c(=O)[nH]c1=O	9	-1.1	3	5	-1
37	COC(=O)c1ccc(C(=O)OC)c(NC(=O)COC(=O)C2CCC(C(C)(C)C)CC2)c1 (configuration not stated)	-2	3.4	1	4	8
38	COC(=O)c1ccccc1NC(=O)Nc1ccc(C(=O)N2CCCC2)cc1	49	-1.3	-2	0	0
39	O=C(CCS(=O)(=O)c1ccccc1)Nc1ccc(Cl)cn1	-11	0.0	3	1	10
40	CCN(CC)c1cc(C)c2cc(NC(=O)c3cccs3)ccc2n1	-28	8.2	8	-6	-4

#	CHRM5 PAM	M1 PAM	M5 ag	CHRM4 agonist
33	-1	15	1	-2
34	4	7	3	3
35	-1	1	-1	0
36	-6	3	2	1
37	4	3	1	0
38	-1	6	0	0
39	1	9	-3	0
40	2	4	-2	7

Not a retest: 14 of the compounds above.
#	canonical_smiles	CRFBP-R2 block	CRFR2-BP ag	CHRM5 antagonist	CHRM4 antagonist	CHRM4 PAM
1	CC(C)NC(=O)CSc1nnc2sc3ccccc3n12	13	-1.2	2	1	-8
2	O=[N+]([O-])c1cccc(CN2CCN(S(=O)(=O)Cc3ccccc3)CC2)c1	6	-8.1	11	-14	4
3	CC(=O)N1CCN(c2nc3ccc([N+](=O)[O-])cc3s2)CC1	13	0.4	8	4	-2
4	Cc1nn(CCC(=O)O)c2nc(-c3cccnc3)cc(C(F)(F)F)c12	8	6.3	-7	-13	11
5	O=C(C(=O)c1ccc(O)c(O)c1)c1ccc(O)c(O)c1	-12	-1.4	1	-11	5
6	CN(C)S(=O)(=O)N1CCN(C(=O)N2CCOCC2)CC1	3	-0.6	3	0	4
7	O=C(Cc1ccc(Cl)cc1)Nc1ccc(N2CCN(C(=O)c3ccco3)CC2)cc1	5	-1.4	-2	3	10
8	COc1ccc(-c2c(C#Cc3ccc(N(C)C)cc3)c3ccccc3n2C)cc1	7	-1.9	10	13	1
9	COc1ccccc1CC(=O)Nc1ccc([N+](=O)[O-])cc1OC	-5	0.3	-4	9	6
10	COc1cc(/C=C/C(=O)OCC(=O)c2ccccc2)cc(OC)c1OC	3	0.2	-1	-1	10

#	CHRM5 PAM	M1 PAM	M5 ag	CHRM4 agonist
1	1	3	1	0
2	-5	5	-5	1
3	0	10	5	3
4	0	9	0	2
5	6	-1	8	2
6	4	2	2	0
7	-5	4	2	2
8	-7	1	0	3
9	1	3	-5	0
10	10	14	3	1

#	canonical_smiles	CRFBP-R2 block	CRFR2-BP ag	CHRM5 antagonist	CHRM4 antagonist	CHRM4 PAM
11	CCc1nnc(NC(=O)CSc2nnnn2C)s1	8	0.4	1	-14	3
12	COc1ccc(N2CCN(CC(=O)Nc3cccc(S(=O)(=O)N4CCOCC4)c3)CC2)cc1	2	-0.8	1	7	-6
13	CCCCCCCCNS(=O)(=O)CCNCCCC	-8	1.2	3	3	4
14	COc1ccc(CNC(=S)Nc2cc(C)cc(C)c2)cc1	19	0.3	7	-9	2

#	CHRM5 PAM	M1 PAM	M5 ag	CHRM4 agonist
11	-8	-1	-1	1
12	-4	0	3	1
13	-2	10	2	2
14	0	4	-5	2

The listing continues.
#	canonical_smiles	CRFBP-R2 block	CRFR2-BP ag	CHRM5 antagonist	CHRM4 antagonist	CHRM4 PAM
41	COc1ccccc1NS(=O)(=O)c1cc(C(=O)N2CCCC2)ccc1C	-1	-1.2	4	-3	1
42	C=CCc1cc(C=Nc2ccc(N3CCOCC3)cc2)cc(OCC)c1O	7	1.1	9	12	-4
43	Cc1ccn2cc(CCNC(=O)c3ccc(Br)o3)nc2c1	-4	0.8	-3	-4	2
44	O=C(Nc1cccc(-c2cccc(F)c2)c1)C1CCN(C2CCOCC2)CC1	7	-0.5	-1	-9	-2
45	COc1ccc(-c2cn[nH]c2-c2ccc(OC)cc2O)cc1	1	0.5	7	4	-5
46	COc1ccc(OC)c(NC(=O)c2nc3ccccc3s2)c1	-11	1.0	-2	-2	6
47	CC(=O)OC1CCC2C3CCc4cc(O)ccc4C3CCC12C (configuration not stated)	-21	-0.1	-4	-16	3
48	COc1cc(C(C)=O)ccc1OCC(O)CN1CCN(c2ccc(F)cc2)CC1 (configuration not stated)	22	10	3	-12	5

#	CHRM5 PAM	M1 PAM	M5 ag	CHRM4 agonist
41	8	5	2	-1
42	-8	1	0	4
43	1	0	0	1
44	7	6	-7	5
45	-5	6	-4	2
46	5	-3	0	1
47	-2	-6	0	0
48	7	8	-5	4

Additional results.
#	canonical_smiles	CRFBP-R2 block	CRFR2-BP ag	CHRM5 antagonist	CHRM4 antagonist	CHRM4 PAM
49	Cc1ccc(NC(=O)[C@@H](NC(=O)c2cccc(S(=O)(=O)N3CCOCC3)c2)C(C)C)cc1C	9	0.1	2	-2	2
50	COc1ccc(CN(CC(=O)NCc2ccccc2)C(=O)CCC(=O)Nc2nccs2)cc1	-7	-1.3	-14	-10	0
51	Cn1nc(C(=O)NCC(c2cccs2)N2CCOCC2)c2ccccc2c1=O (configuration not stated)	-5	0.0	3	7	-1
52	Cc1ccccc1NS(=O)(=O)c1cc(OCC(N)=O)c(C)cc1Cl	7	1.6	2	1	1
53	CCOc1ccc2nc(-c3ccccc3)[nH]c2c1	16	-0.7	-2	2	0
54	COc1cc2c(oc(=O)c3cc(C)cc(OC)c32)c2c(C3OC(C)C(O)C(C)(O)C3O)ccc(O)c12 (configuration not stated)	-37	-2.4	6	-9	11
55	Cc1ccnc(NS(=O)(=O)c2ccc(NC(=O)c3ccc4c(c3)OCCO4)cc2)n1	-5	0.3	4	4	-13

#	CHRM5 PAM	M1 PAM	M5 ag	CHRM4 agonist
49	-3	4	1	1
50	3	-3	-4	2
51	3	7	5	1
52	11	3	7	1
53	1	3	-2	2
54	1	18	1	1
55	0	5	-2	1

Compound activity: PubChem BioAssay, several laboratories
